# Source: PubChem BioAssay
# GSTO1 counter – GSTO1 inhibition, counter-screen for RBBP9 inhibitors | recombinant GSTO1, activity-based probe fluorescence polarization | hit rate 1.1% among 300,000 | P78417 | AID 1974 | inhibition, % at 5.96 µM;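 active = inhibition above the campaign mean inhibition plus 3 SD, cut at about 35% in these data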;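 also: 0% = GSTO1-1 with DMSO and 100% = wells lacking GSTO1-1 enzyme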
# Target sequence (P78417 whole entry, looked up): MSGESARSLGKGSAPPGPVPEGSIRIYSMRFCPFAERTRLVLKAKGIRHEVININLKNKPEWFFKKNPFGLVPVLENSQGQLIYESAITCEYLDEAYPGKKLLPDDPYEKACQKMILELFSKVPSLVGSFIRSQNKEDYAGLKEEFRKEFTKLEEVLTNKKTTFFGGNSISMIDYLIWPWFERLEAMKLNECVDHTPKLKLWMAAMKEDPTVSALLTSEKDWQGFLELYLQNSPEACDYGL
# PAFAH1B3 inh – PAFAH1B3 (human) inhibition; Q15102; recombinant PAFAH1B3, FP-rhodamine probe, fluorescence polarization; inhibition, % at 3.39 µM; hit rate 0.28% among 340,000;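 active = inhibition above the screen-wide average of all tested compounds plus 3 SD, cut at about 25% in these data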;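 also: 0% = enzyme with DMSO only and 100% = wells lacking PAFAH1B3 protein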
# LYPLA1 inh – blocks human lysophospholipase 1, a PME1 counter-screen. O75608. recombinant LYPLA1, FP-Rh probe fluorescence polarization. inhibition, % at 5.9 µM. hit rate 0.16% among 320,000;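 active = inhibition above the mean of all tested compounds plus 3 SD, set per campaign, cut at about 14% in these data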;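 also: inhibitors block serine hydrolase probe labeling of LYPLA1 so polarization falls; 0% = enzyme with DMSO and 100% = wells lacking LYPLA1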
# Target sequence (O75608 whole entry, looked up): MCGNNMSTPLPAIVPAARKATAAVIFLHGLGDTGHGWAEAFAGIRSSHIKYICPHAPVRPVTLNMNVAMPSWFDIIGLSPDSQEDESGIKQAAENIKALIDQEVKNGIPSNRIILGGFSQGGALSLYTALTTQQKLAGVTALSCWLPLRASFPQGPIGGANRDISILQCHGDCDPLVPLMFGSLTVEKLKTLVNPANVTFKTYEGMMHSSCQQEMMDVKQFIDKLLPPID
# pPAFAH inh – pPAFAH (human) enzyme inhibition | hit rate 1.5% among 330,000 | AID 463082 | recombinant pPAFAH, FP-rhodamine probe fluorescence polarization | inhibition, % at 3.39 µM;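 active = inhibition above the mean inhibition across the screen plus 3 SD, cut at about 25% in these data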;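 also: inhibitors block binding of the rhodamine activity-based probe so polarization drops; 0% = enzyme with DMSO and 100% = wells lacking pPAFAH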
# Target sequence (Q13093 whole entry, looked up): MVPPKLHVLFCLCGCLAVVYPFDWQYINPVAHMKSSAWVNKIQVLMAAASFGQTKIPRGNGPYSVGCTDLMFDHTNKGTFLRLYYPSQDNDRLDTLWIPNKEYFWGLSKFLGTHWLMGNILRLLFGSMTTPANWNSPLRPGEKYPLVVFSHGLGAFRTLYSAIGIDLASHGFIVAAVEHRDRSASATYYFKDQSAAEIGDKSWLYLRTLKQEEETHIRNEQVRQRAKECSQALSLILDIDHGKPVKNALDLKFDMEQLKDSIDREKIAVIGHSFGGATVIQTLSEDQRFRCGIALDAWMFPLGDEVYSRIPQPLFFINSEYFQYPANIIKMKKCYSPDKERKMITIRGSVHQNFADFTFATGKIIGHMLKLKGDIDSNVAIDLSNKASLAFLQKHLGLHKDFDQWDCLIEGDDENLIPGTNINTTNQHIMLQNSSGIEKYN
# PAFAH1B2 inh – inhibitors of human PAFAH1B2. recombinant PAFAH1B2, FP-rhodamine activity probe, fluorescence polarization. inhibition, % at 3.39 µM. AID 492953. P68402. hit rate 1.2% among 340,000;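 active = inhibition above the mean of all tested compounds plus 3 SD, cut at about 24% in these data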;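 also: 0% = enzyme with DMSO and 100% = wells lacking PAFAH1B2; many of its hits are not listed in these tables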
# PAD4 FP inh – blocks human protein arginine deiminase 4; Q9UM07; recombinant PAD4, RCA probe fluorescence polarization; AID 485272; hit rate 0.41% among 330,000; inhibition, % at 6.36 µM;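 active = percent inhibition above a cutoff equal to the mean of all tested compounds plus 3 SD, cut at about 15% in these data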;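 also: 0% = PAD4 with RCA probe and DMSO and 100% = probe without PAD4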
# PAFAH2 FP inh – inhibitors of human PAFAH2. recombinant PAFAH2, FP-rhodamine activity probe, fluorescence polarization. inhibition, % at 3.39 µM. hit rate 0.99% among 340,000. AID 492956;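 active = inhibition above the mean over all tested compounds plus 3 SD, cut at about 30% in these data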;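 also: inhibitors block probe labeling of enzyme so polarization drops; 0% = enzyme with DMSO and 100% = wells lacking PAFAH2 protein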
# LYPLA2 counter – blocks human lysophospholipase 2, a PME1 counter-screen | O95372 | recombinant LYPLA2, FP-Rh probe fluorescence polarization | inhibition, % at 5.9 µM | hit rate 0.38% among 320,000 | AID 2177;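 active = inhibition above the screen-wide mean plus 3 SD, limit set per campaign, cut at about 26% in these data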;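 also: 0% = LYPLA2 with DMSO and 100% = wells lacking LYPLA2 enzyme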
# PREPL inhibitor – inhibits the human prolyl oligopeptidase-like enzyme; Q4J6C6; recombinant PREPL, fluorescence polarization activity-based probe; inhibition, % at 5.96 µM; hit rate 0.68% among 320,000; AID 2751; in the data active = inhibition above about 43%;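 also: 0% = enzyme with DMSO and 100% = wells lacking enzyme; many of its hits are not listed in these tables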
# An asterisk follows results filed as active; . = not tested or not shown. An excerpt (hit frequency here may not be typical).
1. C/C(=C(/NC(=O)c1ccccc1)C(=O)O)c1ccco1
2. CSc1ccc2c(c1)N(CCC1CCCCN1C)c1ccccc1S2 (configuration not stated)
3. N/C(Cn1cncn1)=N\NC(=O)c1ccc(Cl)cc1Cl
4. COc1ccc(N(CC(=O)Nc2cc(OC)ccc2OC)S(=O)(=O)c2c(C)nn(C)c2C)cc1
5. COc1cc(-c2ncc3ccccn23)cc(OC)c1OC
6. CCOc1cc(-c2ccccc2)nc(N)n1
7. COc1ccc(NCC(=O)N/N=C/c2ccc3c(c2)OCCO3)cc1
8. COc1ccc(CN(Cc2cccn2C)S(=O)(=O)c2ccc(F)cc2)cc1

Screen / compound no.,1,2,3,4,5,6,7,8
GSTO1 counter,-1,8,2,-2,11,1,5,5
PAFAH1B3 inh,3,0,12,1,10,-2,-4,4
LYPLA1 inh,1,1,-2,0,5,1,-4,-1
pPAFAH inh,2,8,1,-2,10,2,-3,1
PAFAH1B2 inh,4,0,3,0,5,-2,5,1
PAD4 FP inh,0,1,-6,-7,0,-2,-3,0
PAFAH2 FP inh,11,-9,8,5,8,-6,3,5
LYPLA2 counter,-6,3,-1,2,9,-1,-15,-3
PREPL inhibitor,11,48*,10,21,10,-9,6,2

9. O=C(Nn1cnnc1)C1CCCN1S(=O)(=O)c1ccc(F)cc1 (configuration not stated)
10. CCOc1ccccc1/C=C(/NC(=O)c1ccccc1)C(=O)N(CC)CC
11. CCC(CC)c1nnc(NC(=O)CCNC(=O)c2ccccc2Cl)s1
12. CCOc1ccc(NC(=O)C2CCCN2C(=O)Oc2ccccc2)cc1 (configuration not stated)
13. COc1ccc(CC(=O)Nc2c(C(=O)N3CCN(c4ncccn4)CC3)oc3ccccc23)cc1OC
14. Cc1ccc(S(=O)(=O)N(C)C)cc1NC(=S)N(C)C1CCN(C)CC1
15. NC(=O)c1ccccc1NC(=O)CCCN1C(=O)CCC1=O
16. Cc1cc(C(F)(F)F)n(-c2ccc(N)cc2)n1

Screen / compound no.,9,10,11,12,13,14,15,16
GSTO1 counter,-2,4,-3,-1,0,5,-1,7
PAFAH1B3 inh,-1,1,-1,2,-2,6,8,9
LYPLA1 inh,-2,3,3,-1,-2,2,1,-3
pPAFAH inh,0,5,-1,2,4,-6,0,-4
PAFAH1B2 inh,0,-3,8,3,-2,4,2,5
PAD4 FP inh,-3,-6,1,2,4,0,-4,-1
PAFAH2 FP inh,-12,-1,4,-4,-3,-14,-7,-3
LYPLA2 counter,0,-4,-3,-2,0,-1,5,-8
PREPL inhibitor,5,1,11,2,2,3,13,6

# Just PREPL inhibitor and GSTO1 counter, for two of the compounds above:
item	smiles	PREPL inhibitor	GSTO1 counter
15	NC(=O)c1ccccc1NC(=O)CCCN1C(=O)CCC1=O	13	-1
16	Cc1cc(C(F)(F)F)n(-c2ccc(N)cc2)n1	6	7

# Continuation:
17. Cn1ncc(Cl)c1C(=O)N1CCN(S(=O)(=O)c2ccc(F)cc2)CC1
18. COc1ccc(NC(=O)Nc2ccon2)c(OC)c1
19. Cc1ccc(NC(=O)c2ccc(Cl)c(S(=O)(=O)N3CCCCCC3)c2)nc1
20. O=C(CCC(=O)N1CCN(S(=O)(=O)c2ccc(Cl)cc2)CC1)Nc1ccc2ccccc2c1
21. COC(=O)c1cc2c(cc1Cl)N1CCCCCC1=NS2(=O)=O
22. Cn1c(=O)n(CC(N)=O)c2ccccc21
23. CC1=NN(C(=O)c2ccccc2Br)C(O)(c2cccnc2)C1 (configuration not stated)
24. Cc1c(C)n(C)c2ccc(C(=O)NCc3cccs3)cc12

Screen / compound no.,17,18,19,20,21,22,23,24
GSTO1 counter,7,5,4,-2,4,5,5,-2
PAFAH1B3 inh,10,6,-2,12,-1,6,3,-7
LYPLA1 inh,0,2,2,-11,1,0,6,-3
pPAFAH inh,0,4,1,13,4,1,4,3
PAFAH1B2 inh,5,2,2,18,4,0,6,-5
PAD4 FP inh,1,1,-4,-1,1,1,0,-17
PAFAH2 FP inh,3,7,-6,12,4,0,-8,-7
LYPLA2 counter,4,-1,9,-10,5,-2,6,-12
PREPL inhibitor,-2,1,3,8,-2,-6,7,2

25. CCN(CC)S(=O)(=O)c1cccc(NC(=O)COC(=O)CCc2nc3ccccc3s2)c1
26. CNC(=O)N/N=C(\N)c1ccccn1
27. CCC(Oc1ccc(C)c(C)c1)C(=O)N1CCCN(C)CC1 (configuration not stated)
28. CC(=O)Nc1cccc(NC(=O)CSc2nc(=O)n(CCN3CCOCC3)c3c2CCC3)c1
29. CC(C)C(CO)NC(=O)CC(=O)NC(CO)C(C)C (configuration not stated)
30. Cc1cc2nc(CO)[nH]c2cc1C
31. Nc1ccccc1-c1nnc(-c2ccccc2N)n1N
32. CC(=O)c1sc(NC(=O)c2cccc(C)c2)nc1C

Screen / compound no.,25,26,27,28,29,30,31,32
GSTO1 counter,-1,4,3,-14,12,1,-1,6
PAFAH1B3 inh,-4,-1,0,5,6,5,6,11
LYPLA1 inh,-1,-4,-3,2,4,-3,1,-2
pPAFAH inh,14,2,2,-1,-1,7,5,2
PAFAH1B2 inh,1,1,-4,-3,-3,4,5,0
PAD4 FP inh,-4,1,1,1,0,-3,-3,1
PAFAH2 FP inh,0,0,-6,0,-6,11,1,2
LYPLA2 counter,-2,-3,1,7,4,5,0,-3
PREPL inhibitor,9,-2,-1,9,-12,-4,-3,4

33. Cc1cc(NC(=O)CSCC(=O)Nc2nc3c(C)cccc3s2)no1
34. COc1ccccc1N1CCN(c2nccc(C)n2)CC1
35. CCOC(CNC(=O)c1cccn2c(=O)c3c(C)c(C)sc3nc12)OCC
36. COC(=O)CNC(=O)C1CCCN1C(=O)CNC(=O)OCc1ccccc1 (configuration not stated)
37. C=CCOn1c(-n2nc(C)cc2C)nc2ccccc2c1=O
38. Cc1cccc(-n2nc3c(c2NC(=O)C2CC2)CS(=O)(=O)C3)c1C
39. CC(C)n1c(=S)[nH]c2ccccc2c1=O
40. CN(CC(=O)Nc1ccc(C#N)cc1)Cc1ccc(Cl)cc1Cl

Screen / compound no.,33,34,35,36,37,38,39,40
GSTO1 counter,-4,4,-9,-2,-1,4,8,2
PAFAH1B3 inh,4,11,5,-2,9,5,-4,4
LYPLA1 inh,-5,-3,0,2,-4,6,-2,-4
pPAFAH inh,5,6,1,2,3,1,-2,3
PAFAH1B2 inh,6,-2,3,5,0,5,-5,7
PAD4 FP inh,-5,-2,-5,3,5,-3,-3,2
PAFAH2 FP inh,0,4,-10,0,8,14,-4,5
LYPLA2 counter,-10,0,4,1,-1,11,-1,3
PREPL inhibitor,-5,-4,9,8,-4,7,1,-16

41. Cc1cccc(NC(=O)c2cccc(OC(=S)N3CCOCC3)c2)c1C
42. COc1ccc(CC(NC(C)=O)C(=O)NC2CCN(c3nc(C)cc(C)c3C#N)CC2)c(OC)c1 (configuration not stated)
43. Cc1ccc(S(=O)(=O)Nc2cccc(-c3ccc4nnc(C)n4n3)c2)s1
44. Cc1ccc(S(=O)(=O)N2CCOCC2)cc1NC(=O)COc1ccccc1Cc1ccccc1
45. COc1ccc(C(=O)Nc2c(Cl)cc(Cl)cc2C(=O)NCCN2CCOCC2)cc1
46. CCCSC1=N/C(=C\c2ccc3c(c2)OCO3)C(=O)S1
47. Cc1ccc(Cn2c(=O)c3ccccc3n3c(SCC(=O)N4CCCCC4C)nnc23)cc1 (configuration not stated)
48. O=C(CSc1ccc2nnc(-c3cccnc3)n2n1)NCc1ccc2c(c1)OCO2

Screen / compound no.,41,42,43,44,45,46,47,48
GSTO1 counter,-3,1,2,.,-1,9,3,-1
PAFAH1B3 inh,1,5,1,1,7,1,3,7
LYPLA1 inh,-4,1,-2,.,-1,-4,2,-2
pPAFAH inh,2,-1,1,26*,4,3,-6,0
PAFAH1B2 inh,1,-1,2,2,7,1,-1,2
PAD4 FP inh,7,-1,-4,-6,-3,0,-2,0
PAFAH2 FP inh,-6,8,0,0,-7,28,-5,1
LYPLA2 counter,12,2,-4,.,2,-3,-3,-8
PREPL inhibitor,10,21,-3,13,-4,-1,7,-3

49. COc1ccc(CCNCC(=O)Nc2ccccc2C(F)(F)F)cc1
50. CC(=O)Nc1ccc(NC(=O)Cc2ccc(-c3ccccc3)cc2)cc1
51. Cc1cccc(COc2ccccc2C(=O)OCC(=O)N(C)c2c(N)n(Cc3ccccc3)c(=O)[nH]c2=O)c1
52. Cc1ccc(S(=O)(=O)NNC(=O)Nc2ccc([N+](=O)[O-])cc2)c(C)c1
53. O=C(NC1CC1)c1nc(Cn2ccc([N+](=O)[O-])n2)no1
54. O=C(O)CNC(=O)/C(=C\c1cccc([N+](=O)[O-])c1)NC(=O)c1ccco1
55. COC(=O)/C(=C1\Oc2ccc(C(C)(C)C)cc2S1)C(F)(F)F
56. Cc1nnc(SCc2cccc3ccccc23)s1

Screen / compound no.,49,50,51,52,53,54,55,56
GSTO1 counter,-4,0,3,3,8,-6,6,1
PAFAH1B3 inh,.,1,3,7,6,3,7,-2
LYPLA1 inh,-2,-4,2,0,-4,0,-3,1
pPAFAH inh,-5,-5,17,10,-8,4,-4,4
PAFAH1B2 inh,.,1,5,1,0,2,5,0
PAD4 FP inh,-4,-6,0,2,-8,0,5,0
PAFAH2 FP inh,.,2,3,1,5,-5,11,-3
LYPLA2 counter,-4,-8,-5,-5,-9,0,-4,6
PREPL inhibitor,-2,-4,-13,-13,4,4,5,6

# Single records, from the list above. Values in the order: GSTO1 counter, PAFAH1B3 inh, LYPLA1 inh, pPAFAH inh, PAFAH1B2 inh, PAD4 FP inh, PAFAH2 FP inh, LYPLA2 counter, PREPL inhibitor
# Shown for Cc1ccc(S(=O)(=O)Nc2cccc(-c3ccc4nnc(C)n4n3)c2)s1 : 2, 1, -2, 1, 2, -4, 0, -4, -3
# Shown for CC(=O)c1sc(NC(=O)c2cccc(C)c2)nc1C : 6, 11, -2, 2, 0, 1, 2, -3, 4
# Shown for Cc1cccc(-n2nc3c(c2NC(=O)C2CC2)CS(=O)(=O)C3)c1C : 4, 5, 6, 1, 5, -3, 14, 11, 7
# Shown for CCC(Oc1ccc(C)c(C)c1)C(=O)N1CCCN(C)CC1 (configuration not stated) : 3, 0, -3, 2, -4, 1, -6, 1, -1
# Shown for COc1ccc(NC(=O)Nc2ccon2)c(OC)c1 : 5, 6, 2, 4, 2, 1, 7, -1, 1

# The listing continues:
57. CCc1ccccc1Nc1nc2ccccc2[nH]1
58. Cc1cc(S(=O)(=O)NC2CCCCC2)c(C)s1
59. COc1ccccc1CNCc1cc(OC)c(OC)c(OC)c1
60. O=C(Nc1nnc(SCC(=O)N2CCCCC2)s1)c1cccs1
61. CCOc1ccc(CCNS(=O)(=O)c2c(C)nc3scc(C)n3c2=O)cc1OCC
62. COC(=O)[C@H](Cc1ccccc1)NC(=O)NCCc1ccc(S(N)(=O)=O)cc1
63. O=C(Nc1ccc(O)c2c(=O)cc(-c3ccccc3Cl)oc12)c1ccc(Cl)c(Cl)c1
64. C/C(=N\NC(=O)c1ccco1)c1ccc(NC(=O)c2ccccc2)cc1

Screen / compound no.,57,58,59,60,61,62,63,64
GSTO1 counter,1,-6,-3,-15,-4,2,8,-6
PAFAH1B3 inh,.,7,4,4,14,-1,4,5
LYPLA1 inh,0,4,-2,-1,-2,0,-6,5
pPAFAH inh,2,5,5,-3,-10,0,-4,0
PAFAH1B2 inh,.,6,10,-3,10,2,1,-2
PAD4 FP inh,4,-1,-7,-3,8,-5,-3,1
PAFAH2 FP inh,.,4,2,-7,4,-1,1,-2
LYPLA2 counter,6,-5,2,0,-7,-2,-6,15
PREPL inhibitor,0,-1,4,-3,9,0,-1,7
